CCR6 antagonist – blocks CCL20-driven beta-arrestin recruitment at human CCR6; P51684; 340,000 tested, 0.49% active; CHO-K1 CCR6 PathHunter beta-arrestin, luminescence, CCL20-stimulated; inhibition, % at 20 µM;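 active means compounds whose inhibition of the agonist-driven luminescence signal at 20 µM reaches about 50%, limit read from the data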;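 further: cells stimulated with CCL20 at 14 nM final; plate controls were DMSO with CCL20 for no effect and DMSO without agonist for full effect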
UPR CHOP act – apoptotic UPR (CHOP) activation; CHO-CHOP luciferase reporter, luminescence; percent of tunicamycin response over DMSO baseline; activation, % at 10 µM; 330,000 tested, 0.34% active; AID 449763;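 active means at 10 µM dose, activation of 40% or more, normalized to positive control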;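 further: 100% = tunicamycin at 10 µg/mL and 0% = DMSO alone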
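Evaluation: % reporter activation, DMSO baseline versus tunicamycin full activation; System: CHO-CHOP luciferase reporter cell line; Input: 500 cells/well; Incubation: 6 h compound treatment, 37 °C; Measured by: Steady-Glo luciferase luminescence; Dosing: one dose, 10 µM in 0.5% DMSO; Buffer or medium: F12 medium, 10% FBS; Benchmarks: positive tunicamycin 10 µg/mL, negative DMSO alone.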
APJ antagonist – APJ receptor antagonism; AID 2521; 330,000 tested, 0.32% active; CHO-K1 APJ beta-arrestin complementation, luminescence; inhibition, % at 20 µM;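 active means inhibition above about 40% at 20 µM, limit read from the data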;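 further: cells challenged with 10 nM apelin-13 agonist together with compound; plate controls were apelin-13 plus DMSO wells for no effect and DMSO wells lacking apelin-13 for full effect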
Target sequence (P35414 whole entry, looked up): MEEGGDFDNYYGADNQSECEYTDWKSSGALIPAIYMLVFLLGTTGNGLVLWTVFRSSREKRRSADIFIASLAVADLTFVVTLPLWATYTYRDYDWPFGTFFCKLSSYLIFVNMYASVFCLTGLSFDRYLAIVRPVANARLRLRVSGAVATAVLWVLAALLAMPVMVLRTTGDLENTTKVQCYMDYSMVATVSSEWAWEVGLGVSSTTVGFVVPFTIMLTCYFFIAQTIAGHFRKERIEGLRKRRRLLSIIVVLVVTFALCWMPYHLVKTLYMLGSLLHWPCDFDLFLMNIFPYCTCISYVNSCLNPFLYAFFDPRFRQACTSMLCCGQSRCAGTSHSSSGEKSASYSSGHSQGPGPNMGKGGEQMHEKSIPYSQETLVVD
XBP1 UPR activ – adaptive UPR (XBP1) activation; CHO-XBP1 luciferase reporter, IRE1-XBP1 UPR activation, luminescence; percent of tunicamycin response, DMSO as zero; activation, % at 20 µM; 330,000 tested, 0.33% active; AID 463104;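 active means versus positive control, 20 µM dose yields 30% or more activation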;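 further: 100% = tunicamycin at 10 µg/mL and 0% = DMSO only wells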
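Material: IRE1-XBP1 luciferase reporter CHO line / Quantity: one thousand reporter cells per well / Buffer or medium: F12 with 10% serum / Compound: 20 µM single concentration, DMSO 1% / Times: 6 h treatment, 37 °C / Detection: Steady-Glo luciferase glow luminescence, 10 min after reagent addition / Benchmarks: tunicamycin high, DMSO low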
APJ ag – agonists of human APJ apelin receptor; CHO-K1 APJ PathHunter beta-arrestin, luminescence; 0% DMSO wells, 100% apelin; activation, % at 20 µM; 330,000 tested, 0.11% active;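 active means activation more than six SD over the plate average, tested at 20 µM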;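 further: 0% = DMSO alone and 100% = apelin-13 at 10 nM; some results filed as inactive read as strong as hits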
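Assay system: CHO-K1 APJ beta-arrestin complementation cell line / Compound: single test compound dose, 20 µM final, 1% DMSO / Times: overnight seeding, 90 min compound at 25 °C, 1 h detection / Technique: beta-gal luminescence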
tim23-1 inh – inhibits growth of tim23-1 mutant yeast; S. cerevisiae tim23-1 growth, BacTiter-Glo luminescence, 24 h; inhibition, % at 20 µM; 330,000 tested, 1.3% active;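 active means growth inhibition of the mutant yeast at or above 50%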;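 further: temperature-sensitive mutant grown at 25 °C; plate controls were DMSO-treated mutant yeast for no effect and medium wells lacking yeast for full effect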
EBI2 antag – antagonists of human EBI2 receptor; AID 651636; inhibition, % at 5 µM; P32249; 360,000 tested, 0.81% active; EBI2 beta-arrestin recruitment, luminescence, 7a,25-OHC stimulated; in the data active means inhibition above about 38%;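 further: enzyme fragment complementation signal reports receptor beta-arrestin coupling in cells; 0% = agonist plus DMSO wells and 100% = wells without agonist; some results beyond the cut were filed as inactive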
Target sequence (P32249 whole entry, looked up, the tested form may be a part): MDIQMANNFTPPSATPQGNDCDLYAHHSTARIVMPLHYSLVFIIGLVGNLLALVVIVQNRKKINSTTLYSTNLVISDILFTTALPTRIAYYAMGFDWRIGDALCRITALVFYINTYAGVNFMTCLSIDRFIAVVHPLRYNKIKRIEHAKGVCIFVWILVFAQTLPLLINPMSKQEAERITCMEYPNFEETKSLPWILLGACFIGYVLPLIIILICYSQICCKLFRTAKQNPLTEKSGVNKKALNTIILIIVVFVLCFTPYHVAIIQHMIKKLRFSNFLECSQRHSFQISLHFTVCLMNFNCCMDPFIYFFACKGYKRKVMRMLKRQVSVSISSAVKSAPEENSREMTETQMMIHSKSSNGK
Mdm2-MdmX inh – disrupts the human Mdm2-MdmX interaction | O15151+Q00987 | SaOS-2 split-luciferase Mdm2/MdmX complementation, luminescence | inhibition, % at 8 µM | 330,000 tested, 3% active;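 active means inhibition of at least 50% at 8 µM in the primary screen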
CXCR6 inh – blocks human CXCR6 beta-arrestin recruitment; inhibition, % at 20 µM; CHO-K1 PathHunter CXCR6 beta-arrestin, luminescence; AID 602244; 360,000 tested, 0.36% active; O00574; in the data active means inhibition above about 34%, passing the limit was not always enough;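 further: antagonist mode with CXCL16 agonist at 10 nM final; 0% = 10 nM CXCL16 with DMSO and 100% = unstimulated wells without agonist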
Target sequence (O00574 whole entry, looked up): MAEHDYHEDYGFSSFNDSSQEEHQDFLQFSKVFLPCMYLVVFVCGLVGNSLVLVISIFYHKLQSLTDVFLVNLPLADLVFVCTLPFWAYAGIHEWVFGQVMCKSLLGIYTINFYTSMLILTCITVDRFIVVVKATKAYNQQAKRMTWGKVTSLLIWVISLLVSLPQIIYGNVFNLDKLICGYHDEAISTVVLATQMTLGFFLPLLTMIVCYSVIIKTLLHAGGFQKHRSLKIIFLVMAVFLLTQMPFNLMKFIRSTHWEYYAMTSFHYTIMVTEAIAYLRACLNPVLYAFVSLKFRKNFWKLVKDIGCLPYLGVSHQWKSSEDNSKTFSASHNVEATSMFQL
* marks the source's active call; other numbers are inactive results.

SMILES	CCR6 antagonist	UPR CHOP act	APJ antagonist	XBP1 UPR activ	APJ ag	tim23-1 inh	EBI2 antag	Mdm2-MdmX inh	CXCR6 inh
CCCC1C(C#N)=C(N)Oc2cc(C)n(C)c(=O)c21 (stereo unspecified)	-4	-0.8	13	-2	7	5	-8	24	1
O=C(NC(NC(=S)Nc1c(Cl)cc(Cl)cc1Cl)C(Cl)(Cl)Cl)OCc1ccccc1 (stereo unspecified)	3	1.6	17	14	2	-13	10	86*	1
COc1ccccc1NC(=O)NCC(=O)Nc1c(C)cccc1C	7	-1.7	1	-1	-1	17	-5	22	-3
O=C1CC(c2cccc(Cl)c2)CC(O)=C1C=Nc1ccccc1 (stereo unspecified)	13	50*	-3	29	0	20	20	2	10
CCOC(=O)c1cc2c(C)n(-c3ccc(OCC)cc3)c(C)c2cc(C(=O)OCC)c1=O	10	0.1	-9	-1	-1	2	-3	1	-29
CCn1c2ccccc2c2cc(NC(=O)C(=O)N3CCOCC3)ccc21	12	3.3	-11	-2	-2	-1	-5	-45	-7
COc1cc(N)c(Cl)cc1C(=O)OC(C)C(=O)Nc1cccc(S(=O)(=O)N2CCOCC2)c1 (stereo unspecified)	8	-1.0	15	0	-3	0	0	17	-10
CCOC(=O)n1c(=O)n(Cc2cccc(F)c2)c2ccccc21	-11	-1.0	3	-4	-1	39	8	10	4
CC(C)(C)C(=O)NNC(=O)c1cnccn1	6	-0.7	6	-3	-4	13	-3	4	-11
COc1ccc(CCNC(=O)c2cc(CC(C)C)on2)cc1OC	1	-0.9	25	0	-2	13	0	3	-10
Cc1ccc(N2CCN(S(=O)(=O)N(C)C)CC2)cc1Cl	12	0.4	17	2	0	9	-3	-17	-5
Cc1nn(C(=O)CCC(=O)NCCc2ccccc2)c2ccccc12	13	0.7	-17	-2	-1	14	-6	24	-2
CCN(Cc1nc2cc(Cl)ccc2c(=O)[nH]1)C(=O)c1cccc(OCc2c(C)noc2C)c1	1	2.0	9	2	-1	15	22	21	-1
CC1(C)CC(=O)CC(C)(C)N1OC(=O)c1ccco1	-3	-0.2	-4	0	-1	16	3	-21	4
CCOc1ccccc1/C=N/NC(=O)c1nnn(-c2nonc2N)c1CN1CCC(C)CC1	8	0.8	-4	2	-1	8	-14	-28	-1
CCN(CC)CCN1C(=O)c2oc3ccccc3c(=O)c2C1c1ccc(C)cc1 (stereo unspecified)	-19	-2.0	-4	-5	-2	5	-5	7	7
CN(C(=O)COc1ccc(C(C)(C)C)cc1)C1CCS(=O)(=O)C1 (stereo unspecified)	-1	-2.5	-3	1	-6	4	-5	11	-2
COc1cccc(N2CCN(C(=O)CNC(=O)c3sc4ccccc4c3Cl)CC2)c1	8	0.5	-17	-7	0	-1	-13	31	0
COc1ccccc1NC(=O)CSc1nnc(-c2ccoc2C)n1CCc1ccccc1	14	1.0	-2	-4	-2	9	7	-5	-2
O=C(NC(=S)Nc1ccc(S(=O)(=O)N2CCCCC2)cc1)c1cccs1	42	-1.0	20	1	-2	2	26	22	19
Cc1cccc(CN2CCCC(C(=O)N3CCc4ccccc4C3)C2)c1 (stereo unspecified)	12	-1.1	-9	1	0	0	10	-10	-2
Cc1cccc(C)c1NC(=S)NC(=O)c1ccc(Br)o1	30	-0.3	4	2	-3	38	0	6	8
CC1CCC/C(=N/Nc2ccc([N+](=O)[O-])cc2[N+](=O)[O-])C1 (stereo unspecified)	11	0.8	-3	6	3	25	-8	19	-1
COc1ccc(COC(=O)NNC(=O)c2ccccc2Cl)cc1	2	0.1	6	2	-3	9	-3	-23	-5
O=C(Cc1n[nH]c(=O)c2ccccc12)N1CCN(S(=O)(=O)c2ccc(F)c(Cl)c2)CC1	7	-0.2	10	-2	-6	13	2	0	-1
COc1ccc(Oc2ccccc2C#N)cc1	11	0.3	-3	0	-16	12	8	16	5
O=C(COc1ccc2ccccc2c1)NNC(=O)[C@@H]1CCCC[C@@H]1C(=O)O	7	-1.8	13	-3	-2	16	13	31	-3
O=C(CCCN1C(=O)/C(=C/c2ccccc2)SC1=S)NCCCn1ccnc1	7	1.8	12	-3	5	7	8	22	3
COc1ccc(-c2cc(C(=O)Nc3ccc(C(N)=O)cc3)c3ccccc3n2)cc1	7	5.1	3	10	0	11	12	28	-4
COc1ccc(-c2cn3nc(SCC(=O)NCC4CCCO4)ccc3n2)cc1 (stereo unspecified)	1	-0.9	22	-7	0	16	67*	-39	-2
CCOC(=O)C1(Cc2cccc(OC)c2)CCCN(S(=O)(=O)CC)C1 (stereo unspecified)	17	-0.2	0	-1	-1	20	0	2	6
O=C1C(=O)N(c2ccccn2)C(c2ccc(Br)cc2)/C1=C(/O)c1ccc(Br)cc1 (stereo unspecified)	18	-0.1	15	-2	-1	13	4	-14	2
COC(=O)[C@@H](NC(=O)N1CCN(C(=O)C2COc3ccccc3O2)CC1)C(C)C (stereo partly specified)	7	1.2	-1	-6	6	6	-15	24	5
COc1ccc(-c2nc(CS(=O)CC(=O)NC3CCCCC3)c(C)o2)cc1OC (stereo unspecified)	-8	0.3	14	-3	0	17	-4	-8	11
CC(C)C(C)NC(=O)COC(=O)c1cccc(C(=O)OCC(=O)NC(C)C(C)C)n1 (stereo unspecified)	-3	-1.7	7	-4	-3	18	-13	4	-4
Cc1cc(NS(=O)(=O)c2ccc(NC(=S)NC(=O)c3ccccc3)cc2)no1	27	5.6	-2	0	-1	10	5	8	15
COc1ccc(-c2nn(C)c3sc(C(=O)N4CCOCC4)cc23)cc1OC	10	-0.4	10	1	3	-32	-12	17	-11
COc1ccccc1CNS(=O)(=O)c1ccc(NC(C)=O)cc1	-13	0.6	-7	-1	-1	7	-9	14	0
CCOc1ccccc1C1C(C#N)=C(N)Oc2cc(C)n(Cc3ccccn3)c(=O)c21 (stereo unspecified)	-3	-0.7	20	0	0	-5	-4	22	8
Clc1ccc(-c2cccs2)nn1	-19	-1.5	-35	-5	-2	24	-13	-15	-12
O=C(Nc1ncc2c(n1)-c1ccccc1CC2)C1CC1	15	-1.3	7	-2	-3	27	-7	-1	3
CSc1nc(N)c(NC(=O)c2ccc(Br)o2)c(=O)[nH]1	8	-0.9	5	-5	-1	-1	-3	11	-9
CN=C(Nc1cc(C)nn1CCC#N)c1ccccc1	0	-0.3	-8	-4	-2	-1	-3	2	0
CCN1CCN(c2cc(C)c3cc(NC(=O)c4ccc(OC)c(OC)c4)ccc3n2)CC1	15	2.9	8	-6	1	14	2	38	-9
COc1ccc(C/C(N)=N/OC(=O)Cc2ccc(OC)c(OC)c2)cc1	-12	0.3	-25	-1	1	12	-2	10	-4

Rewritten as a markdown table: entries from further up
| molecule | CCR6 antagonist | UPR CHOP act | APJ antagonist | XBP1 UPR activ | APJ ag | tim23-1 inh | EBI2 antag | Mdm2-MdmX inh | CXCR6 inh |
| --- | --- | --- | --- | --- | --- | --- | --- | --- | --- |
| COc1ccc(Oc2ccccc2C#N)cc1 | 11 | 0.3 | -3 | 0 | -16 | 12 | 8 | 16 | 5 |
| O=C(COc1ccc2ccccc2c1)NNC(=O)[C@@H]1CCCC[C@@H]1C(=O)O | 7 | -1.8 | 13 | -3 | -2 | 16 | 13 | 31 | -3 |
| O=C(CCCN1C(=O)/C(=C/c2ccccc2)SC1=S)NCCCn1ccnc1 | 7 | 1.8 | 12 | -3 | 5 | 7 | 8 | 22 | 3 |
| COc1ccc(-c2cc(C(=O)Nc3ccc(C(N)=O)cc3)c3ccccc3n2)cc1 | 7 | 5.1 | 3 | 10 | 0 | 11 | 12 | 28 | -4 |
| COc1ccc(-c2cn3nc(SCC(=O)NCC4CCCO4)ccc3n2)cc1 (stereo unspecified) | 1 | -0.9 | 22 | -7 | 0 | 16 | 67* | -39 | -2 |
| CCOC(=O)C1(Cc2cccc(OC)c2)CCCN(S(=O)(=O)CC)C1 (stereo unspecified) | 17 | -0.2 | 0 | -1 | -1 | 20 | 0 | 2 | 6 |
| O=C1C(=O)N(c2ccccn2)C(c2ccc(Br)cc2)/C1=C(/O)c1ccc(Br)cc1 (stereo unspecified) | 18 | -0.1 | 15 | -2 | -1 | 13 | 4 | -14 | 2 |
| COC(=O)[C@@H](NC(=O)N1CCN(C(=O)C2COc3ccccc3O2)CC1)C(C)C (stereo partly specified) | 7 | 1.2 | -1 | -6 | 6 | 6 | -15 | 24 | 5 |
| COc1ccc(-c2nc(CS(=O)CC(=O)NC3CCCCC3)c(C)o2)cc1OC (stereo unspecified) | -8 | 0.3 | 14 | -3 | 0 | 17 | -4 | -8 | 11 |
| CC(C)C(C)NC(=O)COC(=O)c1cccc(C(=O)OCC(=O)NC(C)C(C)C)n1 (stereo unspecified) | -3 | -1.7 | 7 | -4 | -3 | 18 | -13 | 4 | -4 |
| Cc1cc(NS(=O)(=O)c2ccc(NC(=S)NC(=O)c3ccccc3)cc2)no1 | 27 | 5.6 | -2 | 0 | -1 | 10 | 5 | 8 | 15 |
| COc1ccc(-c2nn(C)c3sc(C(=O)N4CCOCC4)cc23)cc1OC | 10 | -0.4 | 10 | 1 | 3 | -32 | -12 | 17 | -11 |
| COc1ccccc1CNS(=O)(=O)c1ccc(NC(C)=O)cc1 | -13 | 0.6 | -7 | -1 | -1 | 7 | -9 | 14 | 0 |
| CCOc1ccccc1C1C(C#N)=C(N)Oc2cc(C)n(Cc3ccccn3)c(=O)c21 (stereo unspecified) | -3 | -0.7 | 20 | 0 | 0 | -5 | -4 | 22 | 8 |
| Clc1ccc(-c2cccs2)nn1 | -19 | -1.5 | -35 | -5 | -2 | 24 | -13 | -15 | -12 |
| O=C(Nc1ncc2c(n1)-c1ccccc1CC2)C1CC1 | 15 | -1.3 | 7 | -2 | -3 | 27 | -7 | -1 | 3 |
| CSc1nc(N)c(NC(=O)c2ccc(Br)o2)c(=O)[nH]1 | 8 | -0.9 | 5 | -5 | -1 | -1 | -3 | 11 | -9 |

Later entries.
SMILES	CCR6 antagonist	UPR CHOP act	APJ antagonist	XBP1 UPR activ	APJ ag	tim23-1 inh	EBI2 antag	Mdm2-MdmX inh	CXCR6 inh
COc1ccc(CNC(C)(C)C)cc1Cl	0	0.6	16	0	-1	8	-7	-11	-1
c1nc(N2CCCC2)c2[nH]cnc2n1	-12	1.0	-4	-1	-5	-20	1	17	4
COc1cccc(C2=CC(c3ccc(OC)c(OC)c3OC)n3nnnc3N2)c1 (stereo unspecified)	9	-0.8	15	-4	-1	18	1	9	4
Cc1ccc2c(Cl)c(C(=O)Nc3nn[nH]n3)sc2c1	13	-1.1	6	-2	0	8	-4	17	4
C=CCNc1nc(Nc2ccc(-c3nc4ccccc4o3)cc2)nc(N2CCOCC2)n1	-6	-1.0	-17	1	-5	10	16	-4	8
O=C(NNC(=S)NC(=O)c1ccccc1[N+](=O)[O-])c1ccccc1	25	-1.3	13	-2	-3	14	5	9	9
COC(=O)c1ccccc1S(=O)(=O)N1CCCC(c2nc3c(nnn3Cc3ccc(C)cc3)c(=O)[nH]2)C1 (stereo unspecified)	8	2.9	26	-2	-1	19	-15	26	10

This is a subset (hit frequency here may not be typical).
